bub3 – NCI yeast anticancer drug screen, S. cerevisiae bub3 mutant strain. AID 167. growth inhibition, % at 50 µM. 78,000 compounds, 9.9% hits;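 also: 0% = growth of vehicle-only cultures of the same strain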
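Screening used yeast with an engineered genetic alteration affecting cell cycle control. Compound-exposed cultures were compared with vehicle cultures, and reduced growth was taken as inhibition.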
mec2-1 – NCI yeast anticancer drug screen, S. cerevisiae mec2-1 strain. 79,000 compounds, 9% hits. growth inhibition, % at 50 µM. AID 157;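 also: 0% = growth of vehicle-only cultures of the same strain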
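mec2-1 yeast strain, carrying an alteration in DNA damage repair or cell cycle control, was exposed to compounds; growth inhibition was measured relative to vehicle-treated controls.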
cln2 rad14 – NCI yeast anticancer drug screen, S. cerevisiae cln2 rad14 strain | growth inhibition, % at 50 µM | AID 165 | 78,000 compounds, 8.3% hits;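 also: 0% = growth of vehicle-only cultures of the same strain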
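Compounds are applied to the cln2 rad14 yeast strain, and growth is then compared with that of vehicle-treated cultures to give inhibition.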
yeast sgs1 mgt1 – NCI yeast anticancer drug screen, S. cerevisiae sgs1 mgt1 strain. % growth inhibition at 50 µM. 78,000 compounds, 10% hits. AID 161;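 also: 0% = growth of vehicle-only cultures of the same strain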
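Read-out: growth inhibition vs vehicle controls. Cells: mutant yeast strain deficient in DNA damage repair.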
mlh1 rad18 – NCI yeast anticancer drug screen, S. cerevisiae mlh1 rad18 strain | % growth inhibition at 50 µM | 79,000 compounds, 11% hits;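 also: 0% = growth of vehicle-only cultures of the same strain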
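Test agents were incubated with a yeast strain of defined genotype (DNA damage repair defect). Inhibition of growth was derived by comparison with vehicle-exposed cultures.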
yeast rad50 – NCI yeast anticancer drug screen, S. cerevisiae rad50 strain; % growth inhibition at 50 µM; 79,000 compounds, 10% hits;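 also: 0% = growth of vehicle-only cultures of the same strain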
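Yeast carrying a defined DNA repair defect were exposed to test compounds, and growth was compared with vehicle-treated controls to give percent inhibition.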
Starred values were filed as active, the others as inactive; · = no result given; & = joins results of further samples. Rule as the data show it: active = growth inhibition above about 70%; inactive = the rest.

Start of the data: the first 6 compounds, ahead of the listing:
SMILES	bub3	mec2-1	cln2 rad14	yeast sgs1 mgt1	mlh1 rad18	yeast rad50
NCc1c(C(N)=O)ncn1Cc1ccccc1	7	-4	-4	5	-6	-1
COc1cc(Br)c(CC2c3cc(OC)c(OC)cc3CCN2C)cc1OC (stereo not given)	-8	-25	3	-10	-13	-17
CCCOC(=O)C(S)C(S)C(=O)OCCC (stereo not given)	27	2	40	12	48	11
O=S(=O)(Oc1ccc(Cl)cc1)c1ccccc1	10	19	-5	46	17	21
O=C1CCCCc2cc(O)c([N+](=O)[O-])cc21	10	9	8	31	33	30
CN(C)c1ccc(/C=C/c2ccnc3ccccc23)c(O)c1	41	29	34	59	69	57

All compounds of this part, from the start:
SMILES	bub3	mec2-1	cln2 rad14	yeast sgs1 mgt1	mlh1 rad18	yeast rad50
NCc1c(C(N)=O)ncn1Cc1ccccc1	7	-4	-4	5	-6	-1
COc1cc(Br)c(CC2c3cc(OC)c(OC)cc3CCN2C)cc1OC (stereo not given)	-8	-25	3	-10	-13	-17
CCCOC(=O)C(S)C(S)C(=O)OCCC (stereo not given)	27	2	40	12	48	11
O=S(=O)(Oc1ccc(Cl)cc1)c1ccccc1	10	19	-5	46	17	21
O=C1CCCCc2cc(O)c([N+](=O)[O-])cc21	10	9	8	31	33	30
CN(C)c1ccc(/C=C/c2ccnc3ccccc23)c(O)c1	41	29	34	59	69	57
COc1ccc(-c2c(C#N)c(S)n(NS(=O)(=O)c3ccc(C)cc3)c(=O)c2C#N)cc1	44	69	20	61	72*	29
CC(C)CC(NC(=O)OC(C)(C)C)C(=O)NC(CCC(=O)OC1CCCCC1)C(N)=O (stereo not given)	3	-12	2	-8	9	-5
CCc1[nH]c2ccccc2c1C(c1c(CC)[nH]c2ccccc12)C1CCCCC1=O (stereo not given)	80*	89*	95*	92*	96*	93*
O=c1nc2c(c(-c3ccccc3Cl)[nH]1)COC/C2=C\c1ccccc1Cl	24	11	12	32	31	45
Cc1c(C(=O)O)n2c(=S)[nH]nc2c2ccccc12	-20	8	-2	-43	-5	19
Cc1ccsc1/C=N/Nc1nncc2ccccc12	30	5	9	21	10	20
CCCCCCCCCCNC(=O)C[n+]1cccc(C(=O)Nc2ccccc2)c1	100*	100*	99*	100*	100*	100*
CC12CC3(C)CC(C)(C1)CC(C(Cl)C(=O)O)(C2)C3 (stereo not given)	·	23	·	·	29	51
NCC(=O)Nc1ccc(C(=O)O)cc1	4	17	5	8	9	29
NC(=O)c1cc[n+]([O-])cc1	22	2	14	-6	9	-1
Cc1ccccc1NC(=O)C1CCCC1=O (stereo not given)	1	-17	-5	-10	-3	-11
C[C@H](Nc1nc(N)c(N=O)c(=O)n1C)C(=O)O	5	-21	-6	-29	-51	-43
O=c1cc(NCc2cccc([N+](=O)[O-])c2)[nH]c(=O)[nH]1	-6	8	-13	5	7	0
CC(=O)OCC1OC(OC(C)=O)C(N(C)C(C)=O)C(OC(C)=O)C1OC(C)=O (stereo not given)	-1	19	21	27	36	33
CNC(=O)/C(=C\c1ccccc1)NC(C)=O	18	-14	-55	6	-25	9
CCCCCC(Cl)(CCCC)CCCCC	-3	-3	-68	-27	-6	-26
O=C(CCc1ccccc1)n1cccc1CO	16	-21	18	-7	1	-10
O=S1(=O)CCCCc2ccccc21	2	-1	-9	4	-23	7

5 compounds picked at random from those above, as already listed:
SMILES	bub3	mec2-1	cln2 rad14	yeast sgs1 mgt1	mlh1 rad18	yeast rad50
Cc1ccsc1/C=N/Nc1nncc2ccccc12	30	5	9	21	10	20
CC(C)CC(NC(=O)OC(C)(C)C)C(=O)NC(CCC(=O)OC1CCCCC1)C(N)=O (stereo not given)	3	-12	2	-8	9	-5
CC12CC3(C)CC(C)(C1)CC(C(Cl)C(=O)O)(C2)C3 (stereo not given)	·	23	·	·	29	51
CN(C)c1ccc(/C=C/c2ccnc3ccccc23)c(O)c1	41	29	34	59	69	57
CCc1[nH]c2ccccc2c1C(c1c(CC)[nH]c2ccccc12)C1CCCCC1=O (stereo not given)	80*	89*	95*	92*	96*	93*

Other compounds follow:
SMILES	bub3	mec2-1	cln2 rad14	yeast sgs1 mgt1	mlh1 rad18	yeast rad50
CC(C)Oc1ccc(N2C(=O)C(C)CNC2=S)cc1 (stereo not given)	6	-2	5	-1	-9	-14
Cc1cc(NS(=O)(=O)c2ccc(N=[N+]([O-])c3ccc(S(=O)(=O)Nc4cc(C)on4)cc3)cc2)no1	-13	-30	5	-6	-20	11
NC(=O)C(=CN1C(=O)/C(=C/c2ccc([N+](=O)[O-])cc2)SC1=S)C(N)=O	39	48	49	66	45	52
CCOC(=O)/C(Cc1cc(=O)n(C)c2ccccc12)=N\Nc1ccccc1	11	-12	-5	3	-7	3
C=Nc1ccc([N+](=O)[O-])c(N=C)c1	3	0	-18	-10	5	-3
O=C(O)C(C(=O)O)C1CCCCCC1	-2	-7	-30	-18	14	-34
C=C1CCN(c2cccc(Cl)c2)C1=O	-13	-12	-26	-7	1	5
CC(=O)OC(OC(C)=O)c1ccc2ccc3cccc4ccc1c2c34	69	46	45	61	72*	63
O=S(=O)(O)c1ccc(Nc2ccccc2)cc1	2	-24&-39	-18	-11	6&-21	6&-1
Nc1cccc(OCCCCCOc2cccc(N)c2)c1	-34	-40	7	-6	-20	-35
CC(C)CCOC(=O)C(O)C(O)C(=O)OCCC(C)C (stereo not given)	-1	12	-39	-3	13	14
Cc1c(C)c(C)c2c(c1C)C/C2=N/O	-17	-6	-31	-4	2	4
CCC(=O)Nc1cc(Cl)c(Cl)cc1C	-27	-12	-86	-14	-12	-9
Cc1cc(O)cc(O)c1C(=O)O[C@]1(C)C(=O)C=C2C=C(/C=C/C(=O)O)OC=C2C1=O	-14	-17	10	-10	-4	-3
CC1=NOC(=O)/C1=C/C=C/c1ccccc1	61	86*	40	90*	79*	87*
COc1cc(OC)cc(N2CCC(c3c(N)nc(N)nc3Cl)CC2)c1	15	10	-2	-9	-18	-4
C/C=C/CNc1ccccc1	-21	-2	11	15	27	19
CNS(=O)(=O)c1c([O-])on[n+]1-c1ccccc1	8	6	-2	1	11	8
C(=Nc1ccc(-c2csc(Cc3ccccc3)n2)cc1)c1ccc(N2CCC3(CCCCC3)CC2)cc1	2	-6	15	13	-6	26
COc1ccc(CC2NCCc3cc(OC)c(OC)cc32)cc1Br (stereo not given)	2	-12	-70	0	-18	-18
CCCCC(O)(c1ccccc1)c1ccccc1CN(C)C (stereo not given)	-2	-3	6	-1	-5	2
CN(C)c1cc(-c2ccccc2)oc(=O)c1Cl	-16	-20	-22	-24	-9	12
Cc1ccc(-n2c(C)n[nH]c2=O)cc1	-4	-18	8	-10	3	-11
CCOc1nnnc2nc[nH]c12	-22	-2	-2	-6	6	-18
C[n+]1cccc2ccc3cccnc3c21	10	-32	13	-21	-5	-46
CN(C)c1ccc(N=C(C(=O)c2ccccc2)c2ccccc2)cc1	1	-10	-18	-10	-10	-4
CCOP(=O)(OCC)C(C)(CC)NC1=NC(C(F)(F)F)(C(F)(F)F)NC(=O)N1 (stereo not given)	0	-10	1	-3	0	-2
O=C(O)CCCCCC1=CCCCC1	25	33	19	21	24	12
CC(c1ccccc1)C(C)(C)O (stereo not given)	-14	-8	20	27	-5	10
COc1cc2nccnc2c(N)c1OC	-1	8	-2	8	20	15
c1ccc2c(c1)ccn2CCc1c[nH]c2ccccc12	90*	93*	92*	58	91*	91*
O=C(CC/[N+]([O-])=C/c1ccccc1)OCc1ccccc1	22	21	12	1	52	25
CCCCC(CC)(CC(=O)O)CC(=O)O	8	10	-15	12	7	10
C[N+](C)(C)Cc1ccccc1CC(=O)c1ccccc1	-1	12	9	24	20	11
O=S(=O)(Cc1ccccc1)C1CC1	-4	17	-10	1	9	-4
CCCN1CCc2ccccc2C1Cc1ccc(O)c(O)c1 (stereo not given)	-9	-4	-10	-19	8	-18
COc1ccc(-n2c(O)c(N=Nc3ccccc3)c(=O)n(-c3ccccc3)c2=S)cc1	-6	-10	-25	39	-2	27
O=Cc1cc2c(cc1-c1cc3c(cc1C=O)OCO3)OCO2	13	8	10	7	1	-3
CC(=O)Oc1c(C(C)C)cc(C(C)(C)C)cc1C(C)(C)C	18	-9	5	-3	24	-18
CCOc1c(C(=O)O)cnc2ccccc12	-20	20	-39	-6	-1	-6
COC(=O)C1(C)CCCC2(C)C1CCC1(O)C(O)C(C(C)C)=CCC21 (stereo not given)	-2	-2	-2	3	20	4
CC[C@H](CC[C@@H](C)C1CC[C@H]2[C@@H]3CCC4=CC(=O)CC[C@]4(C)[C@H]3CC[C@]12C)C(C)C (stereo not given in full)	31	36	63	76*	36	51
C/C=C(\C)c1cc(O)c(C)c2c1Oc1cc(O)c(Cl)c(C)c1C(=O)O2	94*	95*	92*	94*	92*	92*
CCc1cccc(C(C)C)c1NC(=O)C(=O)C(C(=O)C(=O)OC)c1nc2ccccc2[nH]c1=O (stereo not given)	-10	-29	20	9	3	6
Cc1ccc(S(=O)(=O)N2CCCSCC2)cc1	-12	-7	-7	-18	-16	-12
Cc1ccc(S(=O)(=O)Nc2ccc([N+](=O)[O-])cc2-c2ccccc2)cc1	5	-9	-1	0	4	0
NC(=S)N/N=C/c1ccccc1N	1	-2	-18	2	6	7
CN(C)c1ccc(S(=O)(=O)c2ccc(N(C)C)c([N+](=O)[O-])c2)cc1[N+](=O)[O-]	4	-10	0	-10	-31	24
CSc1cc2c(cc1N)C(=O)c1cc(F)ccc1-2	-12	3	8	-3	17	21
CP(=O)(CCSc1ccccc1)c1ccccc1 (stereo not given)	-11	-20	24	-1	-21	-12
COc1ccc(S(=O)(=O)O)cc1NC(=O)CC(=O)c1cccc([N+](=O)[O-])c1	-12	-18	9	9	-16	-6
Cc1cc(N(CCC#N)CCC#N)ccc1/C=C1/CN(N2C(=O)/C(=C/c3ccc(N(CCC#N)CCC#N)cc3C)N=C2c2ccccc2)C(c2ccccc2)=N1	-29	-25	6	-23	-11	-3
CCCCCCC(C/C=C\CCCCCCCC(=O)OC)OC(C)=O (stereo not given)	·	-17	·	·	-4	-10
CC(=O)[C@@]1(O)CC[C@H]2[C@@H]3CC[C@@H]4C[C@H](O)CC[C@]4(C)[C@H]3[C@H](O)C[C@@]21C	11	-4	-34	8	-8	-10
O=NSC(c1ccccc1)(c1ccccc1)c1ccccc1	-9	-24	-28	2	0	2
CN(C)CCNC1c2ccccc2-c2ccccc21	10	-23	-1	3	-9	-15
CC(NNC(=S)N1CC2CCC(CC2)C1)c1nccc2ccccc12 (stereo not given)	99*	99*	98*	99*	99*	99*
C/C(=N\N=C(N)N)c1ccc2c(c1)Cc1cc(/C(C)=N/N=C(N)N)ccc1-2	83*	89*	87*	85*	90*	88*
Cc1ccc(N=C=O)cc1N1C(=O)N(c2cc(N=C=O)ccc2C)C1=O	-10	-55	-139	-48	-60	-42
O=c1[nH]c(Nc2ccc(Br)c(C(F)(F)F)c2)nc2nc[nH]c12	56	24	9	64	18	28

Continuation.
SMILES	bub3	mec2-1	cln2 rad14	yeast sgs1 mgt1	mlh1 rad18	yeast rad50
CC(=O)SCCCCSC(C)=O	-20	-17	5	0	1	-8
O=C(O)c1cc(=O)[nH]c(SCc2ccccc2)n1	-21	-20	-30	-28	-5	-10
C/C(=N\NC(=O)C(N)=O)c1c(O)cc(C)oc1=O	2	5	-23	12	16	-29
O=C1Nc2ccccc2C(=O)C1(Cc1ccccc1)C(=O)c1ccccc1 (stereo not given)	97*	97*	97*	97*	97*	97*
O=C(NC/C=C/CO)c1ccccc1	0	6	18	16	8	27
O=C(c1ccc([N+](=O)[O-])cc1)C1N=NCC1c1ccccc1 (stereo not given)	72*	21	56	59	42	31
CC1C(C)(C)P(=O)(c2ccccc2)C1(C)C (stereo not given)	-6&-12	-14&1	8&-31	-7&-2	-16&20	7&2
O=C1C(=O)c2ccccc2C(O)=C1C(C1=C(O)c2ccccc2C(=O)C1=O)c1ccc(Cl)cc1	80*	72*	42	60	86*	92*
CCOC(=O)/C(SC#N)=C(/N)N1CCCC1	1	-44	10	-4	-14	-12
CCNC(=O)NCc1cc(C)ccc1C	6	-12	19	-11	12	8
O=C1Oc2ccccc2C(=O)/C1=C/N1C(=O)N/C(=C\c2ccccc2Br)C1=O	95*	56	40	90*	96*	92*
CC(=O)ONc1nc(C)c(CCC2OCCO2)c(=O)[nH]1	21	5	2	2	20	2
CCOc1ccc(CC)cc1Cc1ccc(OC)cc1	-1	2	-23	-6	-4	1
N#Cc1c(N2CCCC2)ncn(Cc2ccccc2)c1=S	-5	-15	-25	-8	0	-11
O=C1CCCc2[nH]c3ccc(Cl)cc3c21	-14	0	-22	-11	13	-2
c1cnc(NC(Nc2cnccn2)C2CCCCC2)cn1	4	-2	-21	-7	1	-2
CCC(C(C)=O)C(C)C (stereo not given)	-2	7	7	9	13	5
CC(=O)c1sc2c(c1OC(=O)c1ccc(Cl)cc1Cl)c(=O)n(-c1ccccc1)c(=S)n2-c1ccccc1	-7	-23	-6	-19	-4	-4

Assay outcomes: PubChem BioAssay, NCI
